Rab7 wt modul: alters GTP binding to wildtype dog Rab7. 0.055% of 190,000 active. GST-Rab7 beads, fluorescent GTP binding, flow cytometry; actives lie on both sides; untreated = 100%, excess cold GTP = 0%. GTP binding activity (percent of control), % at 10 µM;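 active = fluorescent GTP binding to Rab7 beads changed by at least 20 points from the 100% baseline, either direction, mostly lower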;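 note: median green fluorescence of bound Bodipy-FL-GTP per Rab7 bead population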
Cdc42 wt GTP: modulators (inhibitors or activators) of GTP binding to human Cdc42 wildtype; percent activity (GTP binding), % at 10 µM; GST-Cdc42 beads, Bodipy-GTP binding, flow cytometry; actives lie on both sides; 0.2% of 190,000 active; P60953;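 active = percent activity GTP binding at least 20 points away from the 100% baseline, either down as inhibitor or up as activator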;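 note: median bead fluorescence of bound Bodipy-FL-GTP at 100 nM; 0% = excess unlabeled GTP control and 100% = no compound control; below 100% means less GTP binding so inhibitor and above means activator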
Target sequence (P60953 whole entry, looked up): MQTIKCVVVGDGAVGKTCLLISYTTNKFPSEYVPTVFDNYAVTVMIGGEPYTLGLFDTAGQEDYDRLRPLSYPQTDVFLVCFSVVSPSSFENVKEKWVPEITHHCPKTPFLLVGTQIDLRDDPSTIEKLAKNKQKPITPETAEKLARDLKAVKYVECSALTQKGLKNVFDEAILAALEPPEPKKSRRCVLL
Rac1 wt GTP bind: alters GTP binding to wildtype human Rac1; GST-Rac1 beads, fluorescent GTP binding, flow cytometry; actives lie on both sides; 0 = cold GTP competed, 100 = untreated; GTP binding activity (% of control), % at 10 µM; 0.27% of 190,000 active; AID 757;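 active = GTP binding activity at least 20 points away from the 100% control level, either lower or higher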
Rac1 mut GTP: alters GTP binding to activated mutant human Rac1. GST-Rac1 activated beads, fluorescent GTP binding, flow cytometry; actives lie on both sides; 100% means binding = to untreated wells. percent activity (GTP binding), % at 10 µM. 0.11% of 190,000 active. AID 764;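 active = GTP binding at least 20 percentage points away from the 100% baseline, in either direction, so actives lie on both sides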
GSH bead fluor: GSH bead compound fluorescence profile; 0.25% of 190,000 active; AID 1776; GSH beads flow cytometry, compound fluorescence 488/530 nm; stronger effect = higher value; fluorescence (KMESF) at 10 µM; in the data active = fluorescence above about 89;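 note: glutathione beads carrying GST-tagged Bcl family fusion proteins plus one bare bead set; values are compound well signal with DMSO vehicle wells as background; inactives centre near 16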
Pf gamet viab: inhibitors of late stage P. falciparum gametocyte viability; P. falciparum stage V gametocytes, ATP luminescence, 24 h; inhibition, % at 10.9 µM; 0.065% of 150,000 active;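 active = inhibition above the mean plus 3 SD of compounds within the control limits, set per campaign, cut at about 38% in these data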;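 note: 0% = DMSO wells and 100% = medium only without gametocytes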
ABCG2 block: inhibitors of human ABCG2 transporter, ABCB1 counter-screen | 0.1% of 190,000 active | IgMXP3 cells, JC-1 efflux, flow cytometry | Q9UNQ0 | AID 1325 | inhibition, % at 6.6 µM;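 active = inhibition above 80%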;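 note: 0% = DMSO and 100% = nicardipine control wells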
Target sequence (Q9UNQ0 whole entry, looked up): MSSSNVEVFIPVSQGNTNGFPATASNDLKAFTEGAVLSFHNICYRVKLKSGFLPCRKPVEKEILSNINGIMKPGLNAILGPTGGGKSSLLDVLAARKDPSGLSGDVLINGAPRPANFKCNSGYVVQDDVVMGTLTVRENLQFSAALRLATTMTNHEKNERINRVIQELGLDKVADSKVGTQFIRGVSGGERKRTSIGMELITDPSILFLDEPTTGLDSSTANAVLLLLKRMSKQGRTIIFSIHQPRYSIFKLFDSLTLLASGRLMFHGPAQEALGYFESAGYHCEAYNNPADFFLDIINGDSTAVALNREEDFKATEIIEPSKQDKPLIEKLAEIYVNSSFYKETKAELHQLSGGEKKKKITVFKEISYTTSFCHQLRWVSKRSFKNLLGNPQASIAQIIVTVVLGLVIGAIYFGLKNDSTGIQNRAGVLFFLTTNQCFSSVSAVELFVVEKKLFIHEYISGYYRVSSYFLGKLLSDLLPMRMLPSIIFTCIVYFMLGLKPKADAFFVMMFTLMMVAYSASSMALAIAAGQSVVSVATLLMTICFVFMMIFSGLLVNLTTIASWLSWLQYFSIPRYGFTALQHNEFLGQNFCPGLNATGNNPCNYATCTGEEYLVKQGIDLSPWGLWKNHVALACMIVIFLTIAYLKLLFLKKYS
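Assay system – ABCG2 IgMXP3 and barcoded ABCB1 CCRF-Adr cell mix · Input – 3 million cells/mL in well · Reagent – JC-1 fluorescent substrate · Compound – single test compound dose, 6.6 µM final · Timing – 10 min exposure at 25 °C with rotation, no wash · Detection – flow cytometry of retained JC-1 fluorescence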
Rab2A wt mod: changes GTP binding to wildtype dog Rab2A, up or down; GTP binding activity, % at 10 µM; GST-Rab2 wt beads, Bodipy-GTP binding, flow cytometry; 0.19% of 190,000 active; P61105;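 active = GTP binding activity at least 20 points away from 100%, either lowered or raised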;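 note: 0% = beads with excess unlabeled GTP and 100% = no-compound control corrected for plate trend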
ABCB1 block: blocks JC-1 efflux by human ABCB1 transporter. P08183. CCRF-Adr cells, flow cytometry. inhibition, % at 6.6 µM. 0.067% of 190,000 active; in the data active = inhibition above about 40%;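 note: 0% = vehicle and 100% = reference inhibitor; higher value means more JC-1 retained so stronger ABCB1 efflux block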
HRas wt GTP: modulators of GTP binding to human HRas wildtype | P01112 | GST-Ras wt beads, Bodipy-FL-GTP binding, flow cytometry; actives lie on both sides | GTP binding activity, % at 10 µM | 0.14% of 190,000 active | AID 759;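 active = GTP binding activity at least 20% away from the 100% baseline, either lowered as inhibitor or raised as activator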;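 note: 0% = unlabeled GTP competition control and 100% = no-compound control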
Target sequence (P01112 whole entry, looked up): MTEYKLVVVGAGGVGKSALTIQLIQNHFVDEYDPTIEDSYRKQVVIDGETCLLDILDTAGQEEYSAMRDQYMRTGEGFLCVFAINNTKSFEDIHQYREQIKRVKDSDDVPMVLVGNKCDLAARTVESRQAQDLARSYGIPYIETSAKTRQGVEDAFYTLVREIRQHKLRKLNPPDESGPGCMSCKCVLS
Avidin bead fluor: avidin bead compound fluorescence profile; Avidin beads, compound fluorescence 488/530 nm, flow cytometry; stronger effect = higher value; fluorescence (KMESF) at 10 µM; 0.38% of 220,000 active; AID 1775; in the data active = fluorescence above about 47; note: inactives centre near 10
* hit, by the source's call; / = no result given. Not a hit list. About 1.1% of those tested had a hit in this group.

SMILES	Rab7 wt modul	Cdc42 wt GTP	Rac1 wt GTP bind	Rac1 mut GTP	GSH bead fluor	Pf gamet viab	ABCG2 block	Rab2A wt mod	ABCB1 block	HRas wt GTP	Avidin bead fluor
O=C(CCCc1nc2ccccc2s1)N1CCN(S(=O)(=O)c2cccs2)CC1	102.0	102.0	105.0	99.0	9	-5.0	2.7	100.0	1.2	100.0	10
Cc1ccnn1Cc1cc(C(=O)O)c2ccccc2n1	105.0	93.0	100.0	96.0	13	-10.6	-0.1	101.0	-0.2	97.0	9
Cc1ccc(CNC(=O)C2CC(c3cccc([N+](=O)[O-])c3)=NO2)o1 (stereo not drawn)	97.0	100.0	102.0	98.0	24	/	1.4	97.0	0.2	99.0	33
Cc1ccc(NC(=O)C2CCCN2C(=O)Oc2ccccc2)c(C)c1 (stereo not drawn)	107.0	98.0	102.0	96.0	19	/	0.3	100.0	0.4	104.0	11
CCN1CC(c2ccccc2)C(c2ccc(Cl)cc2)=N1 (stereo not drawn)	99.0	97.0	101.0	98.0	13	-23.7	9.5	99.0	0.2	101.0	13
CCOC(=O)NC(Nc1nnc(SCC)s1)(C(F)(F)F)C(F)(F)F	104.0	105.0	107.0	100.0	26	-6.1	7.4	103.0	1.1	102.0	6
CCN(CC)S(=O)(=O)c1cccc(NC(=O)COC(=O)CCC(=O)c2cccs2)c1	96.0	96.0	97.0	96.0	6	/	5.6	96.0	0.9	95.0	25
COCCNC(=O)CCCn1c(=O)c2cc(OC)c(OC)cc2n(CC(=O)Nc2ccc(F)cc2)c1=O	98.0	98.0	97.0	94.0	25	-16.3	16.2	97.0	0.7	98.0	19
Cc1ccc(CC(NC(=O)c2ccccc2)C(=O)NC(CC(C)C)C(=O)O)cc1 (stereo not drawn)	96.0	96.0	98.0	95.0	9	/	8.1	96.0	-0.5	94.0	13
CC1CCCN(C(C(=O)NC2CCCCC2)c2cc3c(cc2[N+](=O)[O-])OCO3)C1 (stereo not drawn)	99.0	99.0	103.0	102.0	5	-9.7	13.2	99.0	4.0	100.0	12
CC1CCN(c2nncc3ccccc23)CC1	99.0	97.0	96.0	94.0	35	-8.8	17.7	98.0	0.5	96.0	8
CC(NC(=O)c1ccc(C23CC4CC(CC(C4)C2)C3)cc1)C(=O)O (stereo not drawn)	105.0	98.0	100.0	97.0	12	/	1.4	99.0	0.7	100.0	10
CCc1nn2cc(C(=O)c3ccccc3O)cnc2c1-c1ccc(F)cc1	100.0	99.0	105.0	100.0	16	6.6	23.1	98.0	1.3	101.0	12
N#CCCn1ccc(NC(=O)c2ccc(Cl)cc2)n1	100.0	99.0	102.0	99.0	23	/	0.9	101.0	-0.3	98.0	4
Cc1cc(C)n(CC(O)CN(c2ccccc2)S(=O)(=O)c2ccccc2)n1 (stereo not drawn)	96.0	93.0	94.0	94.0	39	/	2.9	94.0	0.8	93.0	67*
Cc1sc2nc(SCC(=O)N3CCCC3)[nH]c(=O)c2c1C	99.0	98.0	101.0	96.0	22	/	0.5	97.0	0.0	99.0	9
CCC(OC(=O)C1=Cc2ccccc2OC1)C(=O)NCc1ccco1 (stereo not drawn)	103.0	96.0	98.0	96.0	13	1.0	0.3	98.0	0.3	97.0	11
CCCn1c(SCC(=O)NC(C)(C)C)nnc1C(C)C	98.0	101.0	100.0	98.0	36	/	0.3	98.0	0.2	100.0	6
CCc1ccc(NC(=O)CCn2cccc2)cc1	101.0	98.0	100.0	98.0	17	/	1.2	99.0	0.3	99.0	4
CC(=O)Nc1ccc(NC(=O)COc2cccc3c2OC(C)(C)C3)cc1	99.0	93.0	93.0	94.0	7	-4.3	2.1	94.0	0.0	93.0	58*
N#Cc1sc2nc3c(cc2c1N)CCCC3	105.0	104.0	108.0	98.0	24	/	20.2	102.0	0.6	103.0	4
CN1/C(=C\C(=O)C[n+]2ccc(C(=O)c3ccccc3)cc2)C(C)(C)c2ccccc21	95.0	94.0	95.0	94.0	25	-4.5	0.4	95.0	-0.4	93.0	9
CCC(C)C(=O)Nc1nnc(-c2cccs2)s1 (stereo not drawn)	99.0	101.0	104.0	98.0	23	/	1.6	98.0	0.5	100.0	34
COc1ccccc1C(=O)NNC(=O)c1cccc(F)c1	103.0	100.0	102.0	100.0	9	10.4	7.6	100.0	0.2	100.0	6
CCOc1ccc(N(CC(=O)NCCc2ccc(OC)cc2)S(C)(=O)=O)cc1	104.0	100.0	101.0	97.0	20	-10.7	0.0	100.0	0.0	101.0	10
CCN(CC)C(=O)CSc1nnc(-c2ccc(O)cc2)n1CC1CCCO1 (stereo not drawn)	97.0	99.0	103.0	102.0	24	/	1.5	103.0	0.3	100.0	38
Cc1ccc(S(=O)CCNC(=O)Cc2ccc(Cl)cc2)cc1 (stereo not drawn)	100.0	97.0	99.0	95.0	12	10.8	2.2	98.0	0.3	98.0	10
O=C(CCCc1nc2ccccc2s1)Nc1ccccc1	102.0	100.0	101.0	97.0	10	13.4	10.9	99.0	1.0	102.0	11
Cc1ccccc1OCCNc1ccc(C(F)(F)F)cc1[N+](=O)[O-]	97.0	101.0	99.0	99.0	28	/	16.1	100.0	0.8	100.0	22
COc1cc2c(cc1NC(=O)c1cc(-c3ccccn3)nc3ccccc13)oc1ccccc12	98.0	98.0	103.0	97.0	10	-11.9	0.4	100.0	1.0	98.0	15
OCc1cc(-c2ccc(Cl)c(Cl)c2)on1	98.0	98.0	97.0	91.0	12	15.9	2.8	99.0	0.6	97.0	11
CCOC(=O)c1c(NC(=O)OC)sc(C(=O)N(CC)CC)c1C	100.0	85.0	86.0	88.0	10	/	3.5	94.0	0.5	88.0	19
CC(C)=CCN1CCN(Cc2nc(-c3ccccc3)cs2)CC1CCO (stereo not drawn)	104.0	98.0	99.0	95.0	14	2.1	-4.5	102.0	-0.3	99.0	1
Cn1c2ccccc2c2c(C(=O)N3CCN(c4ccccn4)CC3)cn(C3CCCC3)c(=O)c21	104.0	106.0	111.0	101.0	13	/	2.3	102.0	2.9	101.0	9
Cc1cc([N+](=O)[O-])ccc1NC(=S)NC(=O)C(c1ccccc1)c1ccccc1	103.0	99.0	98.0	96.0	4	6.9	-0.2	99.0	-0.3	100.0	15
S=C1NNC2(NN1)C1CC3CC(C1)CC2C3	97.0	98.0	101.0	97.0	16	/	1.5	97.0	0.1	98.0	22
CCOC(=O)c1ccc(NC(=O)C(C)NS(=O)(=O)c2ccc(OC)cc2)cc1 (stereo not drawn)	103.0	101.0	100.0	94.0	40	-30.8	3.3	100.0	0.7	103.0	17
CC(=O)NCCOc1cccc2cccnc12	101.0	103.0	103.0	100.0	16	/	/	100.0	/	102.0	6
COc1ccc(OCC(=O)Sc2ccc(C)cc2)cc1	99.0	100.0	103.0	98.0	41	3.9	1.6	102.0	0.0	101.0	7
O=C(CN1C(=O)CCC1=O)Nc1cccc(NC(=O)CN2C(=O)CCC2=O)c1	103.0	105.0	100.0	97.0	15	/	2.1	99.0	0.8	99.0	8

Complete entries, looked up by structure. Order of values: Rab7 wt modul	Cdc42 wt GTP	Rac1 wt GTP bind	Rac1 mut GTP	GSH bead fluor	Pf gamet viab	ABCG2 block	Rab2A wt mod	ABCB1 block	HRas wt GTP	Avidin bead fluor
CC(C)=CCN1CCN(Cc2nc(-c3ccccc3)cs2)CC1CCO (stereo not drawn) reads 104.0	98.0	99.0	95.0	14	2.1	-4.5	102.0	-0.3	99.0	1
O=C(CN1C(=O)CCC1=O)Nc1cccc(NC(=O)CN2C(=O)CCC2=O)c1 reads 103.0	105.0	100.0	97.0	15	/	2.1	99.0	0.8	99.0	8
COc1ccc(OCC(=O)Sc2ccc(C)cc2)cc1 reads 99.0	100.0	103.0	98.0	41	3.9	1.6	102.0	0.0	101.0	7

Further structures follow.
SMILES	Rab7 wt modul	Cdc42 wt GTP	Rac1 wt GTP bind	Rac1 mut GTP	GSH bead fluor	Pf gamet viab	ABCG2 block	Rab2A wt mod	ABCB1 block	HRas wt GTP	Avidin bead fluor
S=C(NC1CCCCC1)N(CCc1ccccc1)CCc1ccccc1	95.0	98.0	100.0	96.0	14	19.8	20.9	95.0	1.4	97.0	21
Clc1ccc(-c2cc(COc3ccccc3)no2)cc1Cl	97.0	95.0	93.0	94.0	18	/	8.8	95.0	2.5	96.0	10
COc1cccc(-c2nc(CS(=O)(=O)CC(=O)NCc3ccc(Cl)cc3)c(C)o2)c1	102.0	99.0	103.0	98.0	12	/	0.3	102.0	0.0	103.0	7
Cc1ccc(C2=NNC(=Nc3ccc(F)cc3)SC2)cc1	89.0	92.0	92.0	94.0	16	/	1.1	93.0	0.2	93.0	9
COc1ccc(-c2cc3ccccc3n2CC(O)CN2CCN(CCO)CC2)cc1 (stereo not drawn)	100.0	100.0	104.0	101.0	19	/	-1.9	99.0	-1.4	102.0	6
Cc1cc(=O)c2ccccc2n1CC(=O)NCc1ccccc1	100.0	103.0	107.0	99.0	5	4.4	30.0	100.0	2.0	100.0	14
CCOC(=O)C1=C(C)Nc2[nH]c(=O)[nH]c(=O)c2C1c1cccs1 (stereo not drawn)	104.0	102.0	105.0	98.0	13	/	1.1	101.0	0.1	101.0	5
C=CCn1c(O)c(N=NC(=S)Nc2ccccc2F)c2ccccc21	106.0	102.0	97.0	96.0	18	2.4	-1.3	100.0	-0.9	97.0	10
CCN(CC)C(=O)CSc1nc2cc3c(cc2c(=O)n1CCCCCC(=O)NCc1ccc(OC)cc1)OCO3	97.0	98.0	102.0	98.0	17	13.7	4.9	96.0	5.1	99.0	11
O=C(O)c1csc(Br)c1Br	97.0	97.0	100.0	96.0	30	/	0.3	94.0	-0.1	98.0	5
COc1ccccc1NC(=O)c1cc(C)oc1C	102.0	96.0	104.0	98.0	17	/	8.4	99.0	0.7	98.0	9
C/C(=N\NS(=O)(=O)c1ccc(Br)cc1)c1cccs1	94.0	96.0	98.0	94.0	10	/	-1.9	94.0	-0.2	95.0	12
O=C(Nc1cc(C(F)(F)F)ccc1Cl)C(Sc1cccc[n+]1[O-])c1ccccc1 (stereo not drawn)	96.0	102.0	105.0	100.0	21	9.2	39.1	97.0	1.5	102.0	12
Cc1ccc(NC(=O)COC(=O)Cn2c(C)csc2=O)cc1C	94.0	95.0	96.0	96.0	37	/	2.6	93.0	-1.5	97.0	8
S=C(NCc1ccco1)N1CCOCC1	108.0	100.0	105.0	94.0	20	0.4	0.2	101.0	0.1	103.0	10
Cc1cccc(-c2ncc(CN3CCN(CC(C)C)C(CCO)C3)cn2)c1 (stereo not drawn)	98.0	100.0	102.0	97.0	13	-14.2	6.3	98.0	-1.3	97.0	9
CC(Oc1ccccc1)C(=O)Nc1ccc(S(=O)(=O)NCC2CCCO2)cc1 (stereo not drawn)	100.0	98.0	101.0	97.0	25	/	1.3	99.0	0.4	99.0	8
O=C(NCCC1=CCCCC1)C1CCN(S(=O)(=O)c2cccc3cccnc23)CC1	97.0	105.0	103.0	100.0	26	/	1.9	102.0	0.7	102.0	7

Screening data deposited in PubChem by several laboratories.
